# EPAC1 antag – EPAC1 (human) antagonism | EPAC1 GEF assay, Rap1b-BODIPY-GDP exchange fluorescence | Potency, µM (top dose mostly 115 µM), without a hit: at the highest dose activity change, negative = inhibition, actives largely listed as inhibitors | O95398 | 0.14% of 360,000 active;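 further: potency means the concentration at half of the fitted maximal effect; plate controls were vehicle for no effect and positive control for full effect; nearly all actives have a fitted effect of over 50% in size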
# GLP1R inv ag – inverse agonists of human GLP-1 receptor. P43220. HEK293 GLP-1R CRE-luciferase, luminescence, 24 h; GLP-1R form is constitutively active. 1.6% of 410,000 active. Potency, µM (doses to about 38.3 µM), for inactives: at the highest dose activity change, negative = inhibition, most hits filed as inhibitors; further: potency means the concentration at half of the fitted maximal effect; on the % scale 0 is the no-effect control and ±100 the full control effect; nearly all actives have a fitted effect of over 55% in size
#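 qHTS in 1536-well format: reporter HEK293 cells expressing constitutive GLP-1R activity in DMEM + 10% Nu serum, 24 hr with compounds at 37 deg C, luminescence read after 12 min with detection reagent.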
# PI5P4Ka inh – blocks human PI5P4K alpha kinase activity | P48426 | PI5P4Kalpha enzyme, ADP-Glo luminescence, 60 min; stronger effect = lower value | 1.2% of 330,000 active | max response, %; active means max response of -50% or lower; inconclusive means between -30% and -50%; inactive means -30% or higher; further: value at the top dose of about 77 µM; on the % scale 0 is the no-effect control and ±100 the full control effect
# Target sequence (P48426 whole entry, looked up): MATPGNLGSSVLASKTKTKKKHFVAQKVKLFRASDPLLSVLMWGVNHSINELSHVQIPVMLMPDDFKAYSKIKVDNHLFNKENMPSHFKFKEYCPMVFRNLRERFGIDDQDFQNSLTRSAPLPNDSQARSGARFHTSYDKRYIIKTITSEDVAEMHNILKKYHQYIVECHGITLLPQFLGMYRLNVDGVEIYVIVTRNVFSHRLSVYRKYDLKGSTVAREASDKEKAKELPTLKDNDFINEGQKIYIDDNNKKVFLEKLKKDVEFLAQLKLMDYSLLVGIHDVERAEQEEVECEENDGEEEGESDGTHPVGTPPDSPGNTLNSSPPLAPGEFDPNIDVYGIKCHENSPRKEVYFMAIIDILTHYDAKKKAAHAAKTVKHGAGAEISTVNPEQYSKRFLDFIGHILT
#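 Single end-point luminescence (ADP-Glo) quantified ADP from PI5P4Kalpha turnover; ATP 5 microM final, 1 h at RT, 0.1% CHAPS and 0.28 mM EGTA in HEPES pH 7.4.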
# PLK1 PBD inh – blocks phosphopeptide binding to human PLK1 polo-box domain; P53350; Plk1 PBD binding of FITC phosphopeptide, fluorescence polarization; Potency, µM, inactives show max response, negative = inhibition, usual class: inhibitors; 2.8% of 360,000 active; further: potency means the concentration at half of the fitted maximal effect; series mostly up to about 57 µM; on the % scale 0 is the no-effect control and ±100 the full control effect; nearly all actives have a fitted effect of over 65% in size
# Target sequence (P53350 whole entry, looked up, the tested form may be a part): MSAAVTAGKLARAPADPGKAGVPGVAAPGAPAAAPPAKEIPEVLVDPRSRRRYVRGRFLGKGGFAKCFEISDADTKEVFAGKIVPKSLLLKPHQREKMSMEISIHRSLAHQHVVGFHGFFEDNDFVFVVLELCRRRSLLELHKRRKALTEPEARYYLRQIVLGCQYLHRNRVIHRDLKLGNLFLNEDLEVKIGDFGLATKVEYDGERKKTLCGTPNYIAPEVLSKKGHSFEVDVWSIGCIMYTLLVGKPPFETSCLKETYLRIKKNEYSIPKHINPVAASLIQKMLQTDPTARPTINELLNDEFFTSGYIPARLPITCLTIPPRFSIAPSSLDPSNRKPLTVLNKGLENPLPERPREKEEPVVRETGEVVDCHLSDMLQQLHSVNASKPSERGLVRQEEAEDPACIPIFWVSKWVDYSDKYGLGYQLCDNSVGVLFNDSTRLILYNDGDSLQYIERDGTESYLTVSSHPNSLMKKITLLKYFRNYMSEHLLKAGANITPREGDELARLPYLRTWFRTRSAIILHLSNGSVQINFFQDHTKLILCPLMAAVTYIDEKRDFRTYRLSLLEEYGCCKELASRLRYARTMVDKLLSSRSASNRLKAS
# EPAC1 ag – agonists of human EPAC1; EPAC1 agonist qHTS, biochemical assay; response scale: 100% = response to 6.5 mM cAMP; Potency, µM (titrated, usually from 154 µM), inactives show top-dose activation, most hits filed as activators; O95398; AID 720707; 0.073% of 360,000 active; further: potency means the concentration at half of the fitted maximal effect; nearly all actives have a fitted effect of over 60% in size
#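 Read-out is the fluorescence drop as BODIPY-GDP leaves Rap1B (480 nm excitation, 540 nm emission), recorded every 5 minutes over 30 minutes. Reactions held 100 nM EPAC1, 250 nM Rap1B–BODIPY-GDP and 50 uM GDP, with 6.5 mM cAMP setting full activation.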
# GLP1R cytotox – cytotoxic in the GLP-1 receptor inverse agonist counter-screen; HEK293 cAMP-luciferase reporter cells, luminescence, 24 h; Potency, µM (series often up to 38.3 µM), for inactives: at the top dose activity change, negative = inhibition, usual class: inhibitors; 0.13% of 410,000 active;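 further: loss of luciferase light is scored as toxicity; potency means the concentration at half of the fitted maximal effect; on the % scale 0 is the no-effect control and ±100 the full control effect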
#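 A 23 nL compound transfer followed 12 hours of cell culture at 37 deg C; exposure then lasted 24 hr. Luciferase assay detection reagent was dispensed and plates read for luminescence after a 12 min room-temperature wait.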
# IL2 activator – IL-2 activation; IL-2 activation reporter assay, cell-based qHTS; stimulated with anti-CD3/CD4/CD28 beads; in transgenic mouse T cells; AID 652025; activation, % (series mostly up to about 46 µM); 0.065% of 360,000 active; in the data active means activation above about 50%; inconclusive means mostly about 30% to 49%; further: 0% is about no effect
#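 First, unstimulated transgenic mouse T cells were exposed to compound for 60 min. Next, anti-CD3/anti-CD4-coated beads with anti-CD28 were added. Finally, after 18 h at 37 degrees C, EGFP and DsRed were imaged.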
# GLP1R ag – GLP-1 receptor (human) agonism. P43220. HEK293 GLP-1R CRE-luciferase, luminescence, 4-6 h; cells express a hypersensitive GLP-1R form. Potency, µM (doses to about 45.6 µM), inactives show at the top dose activation, most hits filed as activators. 0.007% of 380,000 active. AID 624172; further: potency means the concentration at half of the fitted maximal effect; % of control where 0% means no effect
# PTHR1 agonist – activates the human parathyroid hormone receptor PTHR1; Q03431; HEK293 GP2 PTHR1 cells, GloSensor cAMP luminescence, 1 h; Potency, µM (doses to about 115 µM), inactives show top-dose activation, hits mostly activators; 0.075% of 410,000 active; further: potency means the concentration at half of the fitted maximal effect; nearly all actives have a fitted effect of over 55% in size; some results filed as inactive show a strong effect at the top dose; inactives centre near -15; many of its hits are not listed in these tables
#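 HEK-293-derived GP2 cells expressing PTHR1 and a GloSensor cAMP reporter, 3,000/well, plated overnight, given luciferin plus IBMX (each 0.5 mM as added) for 1 h at 37 °C, then compound for 1 h at 37 °C. Luminescence was read after 15 min at room temperature.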
# * marks the source's active call; other numbers are inactive results; i = inactive; u = inconclusive; x = no result given; [ ] = dose if it differs, or a comment. Unless noted, the call rests on the fitted dose curve; in most records, active means well fitted curve in the direction sought with a large enough effect; inconclusive means small, poorly fitted or top-dose-only effect, or another doubt; inactive means no such curve, though single readings can be large; an effect the other way counts as inactive or inconclusive. The list is partial; the hit share may differ from the screen's.
SMILES,EPAC1 antag,GLP1R inv ag,PI5P4Ka inh,PLK1 PBD inh,EPAC1 ag,GLP1R cytotox,IL2 activator,GLP1R ag,PTHR1 agonist
Nn1c(SCC(=O)Nc2nccs2)nnc1-c1ccccn1,-4%,5%,-2,-1%,12%,4%,0.2,7%,-9%
Cc1nccn1C[C@@H]1CCc2c(c3ccccc3n2C)C1=O,15%,-22%,-1,-18%,-20%,1%,1.0,0%,i
CC(N=Cc1ccccc1O)c1ccccc1 (stereo not given),6%,0%,x,-12%,4%,2%,-4.7,9%,1%
Cc1cccc(-c2nnc(SCC(=O)NCc3ccc4c(c3)OCO4)n2C)c1,-1%,0%,-11,-6%,7%,3%,-1.1,-7%,-2%
COC(=O)[C@@]1(Sc2ccc(C)cc2)CC(=O)N(C(=O)CCc2ccccc2)[C@@H]1c1ccccc1,-8%,u,8,1%,1%,5%,-0.8,-3%,i
COCC(=O)NC1CCN(CC(=O)Nc2ccc(OC)cc2[N+](=O)[O-])CC1,14%,58%[activator],x,0%,-5%,-2%,-2.8,0%,-3%[57.5 µM]
CC(=O)c1cccc(-c2ccc3c(c2)C(C)(Cc2ccccc2C#N)C(=O)N3)c1 (stereo not given),u,-2%,0,-12%,1%,-7%,-0.6,-2%,-7%
C[C@H](CO)N1C[C@H](C)[C@@H](CN(C)C(=O)CCC(F)(F)F)OCc2cnnn2CCCC1=O,-2%,2%,-1,1%,12%,-7%,-2.8,-3%,-21%
COC(=O)CCSCC(=O)Nc1nnc(C)s1,5%,16%,2,-13%,10%,7%,-2.6,3%,i
CCCc1cc(=O)[nH]c(SCC(=O)N2C(C)CCCC2C)n1 (stereo not given),15%,5%,1,-5%,8%,0%,0.2,4%,i
CCCc1ccc(OCCNC(=O)CC)cc1,12%,3%,x,-6%,10%,8%,1.3,13%,i
C=CCOc1ccc(/C=N/NC(=O)C(=O)N2CCCCCC2)cc1OC,1%,22%,0,-5%,7%,-3%,-0.5,16%,i
O=C(O)CN1CCN(C(c2ccccc2)c2ccccc2)CC1,0%,0%,0,-12%,-6%,-8%,-1.7,2%,-33%[inhibitor]
COC(=O)c1nc(N)sc1-c1ccc(OC)cc1,6%,73%[activator],1,1%,-2%,-1%,2.4,6%,i
Cc1cc2c(n1-c1ccc(C(N)=O)cc1)CC(C)(C)CC2=O,1%,0%,0,-3%,-6%,-8%,-0.8,-5%,-1%[57.5 µM]
CC(C)Cc1nnc(NC(=O)CCC(=O)Nc2ccc(F)cc2)s1,-1%,7%,x,-4%,11%,-7%,2.4,-10%,i
CCC(=O)Nc1cccc(C2=NOC3(C2)C[C@@H](C(N)=O)N(C(=O)C(c2ccccc2)c2ccccc2)C3)c1 (stereo not given in full),-13%,-21%,2,5%,-16%,-15%,-0.3,-1%,-19%
O=C(CSc1nc2ccccc2c(=O)n1Cc1ccco1)Nc1cccc(O)c1,0%,-14%,-20,-7%,10%,-6%,-4.9,19%,-17%
O=C1CCCCC1C(Nc1ccc(Br)cc1)c1ccccc1 (stereo not given),-19%,u,2,-2%,-7%,6%,-0.8,2%,-20%
CC(C)(C)c1ccc(C(=O)Nc2ccc(C(=O)N3CCCC3)cc2)cc1,-13%,u,3,-2%,12%,u,-3.8,-1%,-25%
Cc1cccc(C(=O)NNS(=O)(=O)c2ccccc2)c1O,-1%,-3%,9,4%,3%,-9%,0.8,4%,-18%
CCCCN(C(=O)CSc1ncnc2sccc12)c1c(N)n(Cc2ccccc2)c(=O)[nH]c1=O,-9%,17%,0,-10%,-10%,12%,0.4,-3%,-18%
COc1cccc(CN(C)C(=O)c2csc3c2CCCC3)c1OC,-3%,31%[activator],1,-8%,3%,4%,-2.1,23%,i
COc1c(C)cc(C(=O)C2CCCN(C(=O)c3cc(C)nc(C)n3)C2)cc1C (stereo not given),-17%,12%,2,-5%,0%,13%,-2.0,11%,-6%
Cc1ccc(N(CC(=O)NCc2ccncc2)S(C)(=O)=O)cc1,3%,4%,3,-7%,-2%,23%,0.7,3%,i
C=CCN1C(=O)c2ccc(C(=O)N(CCC)CC(=O)Nc3ccccc3C)cc2C1=O,-6%,4%,1,2%,-9%,-9%,0.1,2%,i
Cc1cc(C)c(NC(=O)CSc2nc3[nH]ncc3c(=O)[nH]2)c(C)c1,19%,12%,-1,-10%,9%,-9%,4.4,8%,-3%
O=C(c1cc(C2CC2)on1)N1CCOCC1,-30%,14%,12,1%,-4%,-8%,-2.5,-1%,-24%
O=C(Nc1nc(COc2ccccc2)cs1)c1ccccc1F,-24%,1%,8,-7%,15%,2%,-2.4,1%,-32%[inhibitor]
CCCCn1c(SCC(=O)OCC)nnc1-c1ccoc1C,-9%,7%,-3,2%,-7%,-7%,2.1,-3%,i
COC(=O)C[C@H]1C[C@H]2c3cc(NC(=O)Nc4ccc(F)cc4)ccc3O[C@H]2[C@@H](CO)O1,13%,5%,-3,-5%,-16%,0%,-2.4,12%,-18%
Cc1ccc2nc3c(cc(C(N)=S)c(=N)n3CCCOC(C)C)c(=O)n2c1,-8%,10%,x,-27%,-29%,x,2.3,-6%,-26%[57.5 µM]
Cc1ccc(C(=O)NCC(=O)OCC(=O)N2CCCc3ccccc32)cc1,2%,-1%,13,0%,-3%,-6%,-0.3,13%,-4%
Cc1ccc(C(=O)NNc2ncnc3c2cnn3C)cc1,-18%,6%,-1,-6%,3%,9%,0.1,3%,i
CCOc1nc(N2CCOCC2)nc(C)c1[N+](=O)[O-],4%,49%[activator],1,30µM*,7%,5%,-0.9,25%,-4%
CC(C)(C)NC(=O)c1cc(-c2ccc3c(c2)OCO3)nc2ccccc12,-4%,u,-19,-7%,-6%,12%,0.0,-7%,-10%
CCOc1ccccc1NC(=O)COc1cccc(-n2cnnn2)c1,-6%,11%,x,-6%,2%,-5%,-0.9,-4%,-19%[57.5 µM]
O=C(CCc1nnc2ccc(NCc3ccco3)nn12)Nc1ccccc1F,11%,26%,u,-8%,-17%,2%,-0.2,-6%,i
CCOC(=O)c1sc(C)c2c(=O)n(CC)nnc12,16%,65%[activator],x,-6%,-8%,7%,-2.2,1%,i
O=C(NCCN1CCOCC1)c1ccc2c(c1)N(Cc1cccc(Cl)c1)C(=O)c1ccccc1S2(=O)=O,0%,-28%,-2,-2%,7%,-2%,-0.7,9%,i
Cc1ccc(C(=O)Nc2nnc(C)s2)cc1,-20%,-28%,7,-1%,9%,-2%,-1.1,0%,-5%
CC1(C(=O)NC23CC4CC(CC(C4)C2)C3)CC1(Cl)Cl (stereo not given),-2%,0%,x,-7%,10%,1%,-3.1,-11%,-20%
Cc1cccc(C)c1OCC(O)CN1CCc2ccccc2C1 (stereo not given),-5%,10µM*,0,6%,-4%,1%,-1.4,2%,-19%
COc1ccc(NS(=O)(=O)c2ccc3c(c2)OCCO3)cc1OC,8%,5%,3,2%,5%,4%,-0.4,10%,-24%
CC(C)CC1OC(C)CC2=C1C(=O)OC(C)(C)O2 (stereo not given),-10%,2%,-5,-3%,-3%,4%,-0.3,13%,-1%

# A draw from above in order of length of the SMILES, falling:
SMILES,EPAC1 antag,GLP1R inv ag,PI5P4Ka inh,PLK1 PBD inh,EPAC1 ag,GLP1R cytotox,IL2 activator,GLP1R ag,PTHR1 agonist
Cc1ccc2nc3c(cc(C(N)=S)c(=N)n3CCCOC(C)C)c(=O)n2c1,-8%,10%,x,-27%,-29%,x,2.3,-6%,-26%[57.5 µM]
CC(C)(C)NC(=O)c1cc(-c2ccc3c(c2)OCO3)nc2ccccc12,-4%,u,-19,-7%,-6%,12%,0.0,-7%,-10%
C=CCOc1ccc(/C=N/NC(=O)C(=O)N2CCCCCC2)cc1OC,1%,22%,0,-5%,7%,-3%,-0.5,16%,i
Cc1cc2c(n1-c1ccc(C(N)=O)cc1)CC(C)(C)CC2=O,1%,0%,0,-3%,-6%,-8%,-0.8,-5%,-1%[57.5 µM]
Cc1cccc(C)c1OCC(O)CN1CCc2ccccc2C1 (stereo not given),-5%,10µM*,0,6%,-4%,1%,-1.4,2%,-19%
CCOC(=O)c1sc(C)c2c(=O)n(CC)nnc12,16%,65%[activator],x,-6%,-8%,7%,-2.2,1%,i
Cc1ccc(C(=O)Nc2nnc(C)s2)cc1,-20%,-28%,7,-1%,9%,-2%,-1.1,0%,-5%

# The results go on.
SMILES,EPAC1 antag,GLP1R inv ag,PI5P4Ka inh,PLK1 PBD inh,EPAC1 ag,GLP1R cytotox,IL2 activator,GLP1R ag,PTHR1 agonist
COc1ccc(OC)c(-n2nnnc2SCC(=O)Nc2nc(C)c(C)s2)c1,15%,15%,x,u,-6%,1%,2.1,0%,-5%
O=C(NCCN1C(=O)S/C(=C\c2cccnc2)C1=O)C1=NN(c2ccccc2)C(=O)CC1,-3%,-6%,-67*,3.8µM*,13%,-2%,-2.8,4%,i
COc1cccc(/C=N/Nc2ncc(C)c(=O)[nH]2)c1OC,7%,15%,5,1%,9%,1%,-1.3,-2%,-7%
COc1ccc(N(CC(=O)NCc2cccs2)S(=O)(=O)c2c(C)nn(C)c2C)cc1,2%,8%,-1,13%,-2%,-1%,-1.4,-3%,i
CCOC(=O)C1=NN(C(=O)Nc2ccc(OC)cc2)C2C(=O)N(c3cccc(C(F)(F)F)c3)C(=O)C12 (stereo not given),-13%,-2%,0,-8%,-5%,1%,-0.5,-12%,-20%

# Screening data: PubChem, National Center for Advancing Translational Sciences (NCATS)
